Bioassay records from PubChem.
GAA glycogen mod: GAA glycogen-cleavage inhibition or activation; P10253; AID 2100; recombinant GAA, glycogen substrate, Amplex Red glucose oxidase fluorescence; Potency, µM (titrated, usually from 76.4 µM), inactives show top-dose activity change, negative = inhibition, actives largely listed as inhibitors; hit rate 0.38% among 300,000; active = well fitted inhibition curve with a large enough effect; inconclusive = small, poorly fitted or top-dose-only effect, or another doubt; inactive = no such curve, though single readings can be large or run the other way;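 also: 0% = full enzyme reaction and -100% = no-enzyme basal signal; the screen sought inhibitors and activators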
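Natural-substrate format: glycogen cleavage by 4 nM human enzyme, glucose read by Amplex Red coupling (Ex 573, Em 610 nm). Normalized to enzyme and no-enzyme controls.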
* hit, by the source's call; ? = inconclusive; & = joins results of further samples; [ ] = dose if it differs, or a comment. Potency is read from the fitted curve at half-maximal effect.

SMILES	GAA glycogen mod
CC(=O)c1cccc(N(C(=O)c2ccccn2)C(C(=O)NC2CCCCC2)c2ccccc2)c1 (configuration not stated)	3%
Cc1cc(C)cc(N(CC(=O)N2CCCC2)S(C)(=O)=O)c1	-3%[76.3 µM]
Cc1ccc(NC(=O)CN2CCOCC2)cc1	-2%
Cc1cccc(N2CCN(S(=O)(=O)c3ccc4c(c3)NC(=O)C(C)S4)CC2)c1C (configuration not stated)	-9%[76.3 µM]
Cc1c(OCC(=O)N2CCC(C(N)=O)CC2)ccc2c3c(c(=O)oc12)CCCC3	-1%[76.3 µM]
C/C(=N\NC(=O)c1c(Cl)cnn1C)c1ccc(NC(=O)c2ccc(Br)o2)cc1	-2%[76.3 µM]
Cc1ccc(-c2cc3ccccc3nc2N)cc1	2%
O=C(Nc1ccc2c(c1)CCC2)c1ncoc1-c1ccccc1F	16%[76.3 µM]
COc1ccc(CCNC(=O)C2CCN(C(=O)c3ccc(Cl)cc3)CC2)cc1	-3%[76.3 µM]
COc1ccc(CCNC(=O)c2ccc3c(c2)sc2nc(-c4ccc(C)cc4)cn23)cc1OC	-10%[76.3 µM]
CC(Sc1nc(-c2ccccc2)c(C#N)c(=O)[nH]1)C(=O)Nc1ccc(F)cc1 (configuration not stated)	13%[76.3 µM]
CCn1cc(CN2CCC(C(=O)Nc3cccc(-c4cccc(Cl)c4)c3)CC2)c(C)n1	1%[76.3 µM]
COc1cccc(/C=N/n2c(C3CCCCC3)n[nH]c2=S)c1	0%
CCC(=O)N1CCc2cc(S(=O)(=O)CCC(=O)Nc3ccc(OC)cc3)ccc21	-1%[76.3 µM]
COc1ccc(NC(=O)COc2cccc3c2CCN(Cc2cccnc2)C3=O)cc1	-15%[76.3 µM]
O=C(c1ccc(S(=O)(=O)N2CCCC2)cc1)N(c1ccc(F)cc1)C1C=CS(=O)(=O)C1 (configuration not stated)	-12%[76.3 µM]
O=C(NCc1cccnc1)c1ccccc1NS(=O)(=O)c1ccc(F)cc1	-5%[76.3 µM]
O=C(CCn1c(=O)c2cccn2c2cccnc21)NCc1ccccc1Br	13%[76.3 µM]
O=C(Nn1cnnc1)c1ccc(Cl)cc1[N+](=O)[O-]	4%[76.3 µM]
O=C(O)c1cc(-c2ccc(Cl)cc2)n(-c2cccc(Cl)c2)n1	1%
Cc1cc2c(cc1S(=O)(=O)NCc1ccc(N(C)C)cc1)OCC(=O)N2	?
CCCc1nc2ccc(NC(C)=O)cc2c(=O)n1Cc1ccccc1Cl	-8%[76.3 µM]
O=S(=O)(c1ccccc1)N(CC1CO1)c1cc(Cl)ccc1Cl (configuration not stated)	6%
COc1cccc(OCc2nn3c(=O)c(-c4ccccc4)nnc3s2)c1	2%
CC(C)OCCCNC(=O)CN1CCN(Cc2ccc(Cl)cc2)C1=O	1%

(listing goes on)
SMILES	GAA glycogen mod
C/C(=N\NC(=O)c1nnn(-c2nonc2N)c1C(C)C)c1cc(C)sc1C	-9%[76.3 µM]
Cc1cccn2c(=O)c(/C=C(\C#N)C(N)=O)c(N3CCCCCC3)nc12	-2%
COc1cc(OC)c(C(=O)O/N=C(\N)c2ccccn2)cc1OC	-3%
Cc1ccc(Sc2cnccc2C#N)cc1	0%
COc1ccccc1CC(=O)NC1CCN(Cc2ccccc2)CC1	1%
Cc1ccc(OCC(=O)Oc2cccc(C)c2C)cc1	-6%[76.3 µM]
COc1cccc(NC(=O)CSc2nnc(-c3ccco3)c(-c3ccco3)n2)c1	-6%[76.3 µM]
CC(NC(=O)CN(c1ccc(Cl)cc1)S(C)(=O)=O)c1ccccc1 (configuration not stated)	0%[76.3 µM]
Cc1ccc(S(N)(=O)=O)cc1NC(=O)C(c1ccccc1)c1ccccc1	4%[76.3 µM]
CCc1ccc(C(=O)NN=C2CCCCCC2)s1	6%[76.3 µM]
O=C(/C=C/c1c(Cl)cccc1Cl)N1CCOCC1	16%[76.3 µM]
O=C(Nc1cc(Cl)cc(Cl)c1)c1cccnc1	14%[76.3 µM]
Cc1c(O)ccc(C(=O)CN2CCN(c3ccccc3F)CC2)c1O	0%[76.3 µM]
COc1ccc(/C=N\NC(=O)c2cc3c(ccc4ccccc43)o2)cc1O	-8%[76.3 µM]
CCCOc1ccc(C(=O)N2CCN(Cc3ccc4c(c3)OCO4)CC2)cc1	-4%[76.3 µM]
CCOc1ccc(NS(=O)(=O)c2ccc(C(=O)N3CCN(C(C)=O)CC3)cc2)cc1	0%[76.3 µM]
COc1ccc(CNC(=O)C(C)n2ccc3cc(S(=O)(=O)N4CCCCCC4)ccc32)cc1 (configuration not stated)	-18%[76.3 µM]
CCOc1ccc(NC(=O)NN2C(C)CCCC2C)cc1 (configuration not stated)	0%
CNC(=O)c1cc(S(=O)(=O)Nc2ccc(C)cc2C)ccc1C	-6%[76.3 µM]
O=C(c1cccc(N2CCNC2=O)c1)N1CCCC(Nc2cccc(F)c2)C1 (configuration not stated)	-9%[76.3 µM]
CCOc1ccccc1CN1CCC(Oc2ccc(C(=O)NCc3ccccn3)cc2)CC1	8%[76.3 µM]
COc1ccc(NC(=O)Nc2c[nH]c(=O)[nH]c2=O)cc1	8%
Cc1cccc(N2CCN(C(=O)Cn3nc(C)n4cccc4c3=O)CC2C)c1 (configuration not stated)	10%[76.3 µM]
NC(=O)c1ccc(NC(=O)C2CCCC2)cc1	?
CC(C)c1ccc(OCC(=O)NNC(=S)NC(=O)c2ccco2)c(Br)c1	-22%[76.3 µM]

Following part:
SMILES	GAA glycogen mod
COc1cccc(S(=O)(=O)NCc2ccc(C(=O)NCc3ccccn3)cc2)c1	-1%[76.3 µM]
Cc1cccc(NC(=O)c2ccc([N+](=O)[O-])s2)n1	-3%[76.3 µM]
O=C(COc1ccc2c(-c3ccccc3)cc(=O)oc2c1)NCc1ccccn1	-9%[76.3 µM]
O=C1C2C3C=CC(C3)C2C(=O)N1c1ccc2ccccc2c1 (configuration not stated)	2%[76.3 µM]
O=C(CCN1C(=O)/C(=C/c2ccccc2F)SC1=S)NCCCN1CCOCC1	0%
CN(C)/C=N/c1nc(-c2ccc3ccccc3c2)cs1	-12%
O=[N+]([O-])c1cccc(NC(=S)N2CCCC2)c1	-3%[76.3 µM]
C=CCN(c1ccccc1)S(=O)(=O)c1cc2c(cc1C)N(C)CCO2	2%[76.3 µM]
COc1ccc(OC)c(NC(=O)CSc2ccc3nnc(-c4ccccn4)n3n2)c1	-2%[76.3 µM]
COc1ccc(C(C(=O)NC(C)(C)C)N(Cc2ccc(F)cc2)C(=O)CCC(=O)Nc2cc(C)on2)cc1 (configuration not stated)	1%
Cc1ccc(CNC(=O)Nc2ccc(Cl)cc2)cc1	-10%[76.3 µM]
CCN(CC)S(=O)(=O)c1ccc(C)c(NC(=S)N2CCN(c3ccccn3)CC2)c1	7%
COc1ccc(Cc2nc3ccc(C(=O)N4CCCC4)cc3o2)cc1OC	-6%[76.3 µM]
COc1ccc(CNC(=O)C2CCN(C(=O)c3ccc(-c4ccccc4)cc3)CC2)cc1	2%[76.3 µM]
COC(=O)c1ccc(N)c(CS(=O)(=O)c2ccc(Cl)cc2)c1	3%
CN(C)C1(CNCC(O)c2ccccc2)CCCCC1 (configuration not stated)	-3%
COc1ccc(C(=O)c2cn[nH]c2-c2ccc(C)cc2O)cc1	-3%
Cn1c(=O)[nH]c(=O)c2c1nc(NCCO)n2CCOc1ccccc1	16%[76.3 µM]
O=C(NCCc1ccccc1)C(=O)NCC1OCCN1S(=O)(=O)c1cccs1 (configuration not stated)	1%[76.3 µM]
COc1ccc(CCNC(=O)C2CC(=O)N(c3ccc(C)cc3)C2)cc1OC (configuration not stated)	3%
COc1ccc(/C=C2/SC(=S)N(Cc3ccccc3)C2=O)cc1O	2%
Cc1ccc(NC(=O)c2ccc(Cn3cc(Cl)cn3)o2)c(C)c1	0%[76.3 µM]
CCOc1cc(-c2ccc(OC(=O)c3ccc(C)cc3)c(OC)c2)cc(=O)c2c(C)oc(C)c12	-11%[76.3 µM]
CC(=O)OCCC(NS(=O)(=O)OCC(Cl)(Cl)Cl)c1ccccc1 (configuration not stated)	-14%[76.3 µM]
O=C(Nc1ccc(NC(=O)C2CC2)nc1)c1ccccc1F	-1%[76.3 µM]

6 compounds out of the list, arranged by length of the SMILES, high to low.
SMILES	GAA glycogen mod
CCOc1cc(-c2ccc(OC(=O)c3ccc(C)cc3)c(OC)c2)cc(=O)c2c(C)oc(C)c12	-11%[76.3 µM]
COC(=O)c1ccc(N)c(CS(=O)(=O)c2ccc(Cl)cc2)c1	3%
COc1ccc(C(=O)c2cn[nH]c2-c2ccc(C)cc2O)cc1	-3%
O=[N+]([O-])c1cccc(NC(=S)N2CCCC2)c1	-3%[76.3 µM]
CN(C)/C=N/c1nc(-c2ccc3ccccc3c2)cs1	-12%
CN(C)C1(CNCC(O)c2ccccc2)CCCCC1 (configuration not stated)	-3%

The list continues.
SMILES	GAA glycogen mod
CCn1cc(C(=O)N(C)c2ccc(OC)cc2)c2cc(OC)c(OC)cc2c1=O	4%
O=C(NCC(=O)N1CCc2ccccc2C1)c1ccc(Cl)cc1Cl	1%
COCC1CCN(C(=O)C2CCC(=O)N(CC3CCCCC3)C2)CC1 (configuration not stated)	1%[76.3 µM]
CCC1CN(C(=O)N2CCC(C(=O)Nc3ccccc3F)CC2)c2ccccc2O1 (configuration not stated)	-6%&7%[76.3 µM]
CCOc1ccc(-c2c(C(=O)N/N=C/c3cccs3)nnn2-c2nonc2N)cc1	-16%[76.3 µM]
CCc1cccc(NC(=O)CCCN2C(=O)C(c3ccccc3)Oc3cccnc32)c1 (configuration not stated)	-1%[76.3 µM]
O=C(NC1CCCC1)C(c1ccco1)N(C(=O)c1ccco1)c1ccccc1 (configuration not stated)	-3%
COc1cc(-c2cc(C(=O)NCc3ccco3)c3ccccc3n2)cc(OC)c1OC	-10%[76.3 µM]
CCOc1ccc(CCN2C(=O)c3ccc(C(=O)O)cc3C2=O)cc1OCC	-2%[76.3 µM]
Cn1nc(C(=O)Nc2ccc(Br)cc2)cc1C(=O)Nc1ccc(Br)cc1	-2%[76.3 µM]
CC(C)(C)SCCNC(=O)c1ccc(CN2CCc3ccccc3C2)cc1	1%
CC[C@@]12C(=O)N(c3ccc(C)cc3)C(=O)N1[C@H](c1ccc(OC)cc1)[C@@H]1C(=O)N(C(C)(C)C)C(=O)[C@@H]12	21%[76.3 µM]
CCOC(=O)c1ccc(CN2C(=O)c3ccccc3S2(=O)=O)cc1	-1%[76.3 µM]
O=C(CC1CCCCC1)N=C1SC2CS(=O)(=O)CC2N1c1ccccc1 (configuration not stated)	1%[76.3 µM]
Cc1c(-c2csc(N)n2)c2ccccc2n1C	0%
COc1ccc(OC)c(C2=NOC(C(=O)Nc3ccc4c(c3)OCCO4)C2)c1 (configuration not stated)	1%
CCN(CC)CCNC(=O)C1(O)c2cc(Br)ccc2NC(=O)N1c1ccccc1 (configuration not stated)	6%
CC(CNC(=O)CN1C(=O)COc2ccc(S(=O)(=O)N3CCCCC3)cc21)c1ccccc1 (configuration not stated)	10%[76.3 µM]
CCN1CCN(C(=O)c2ccc(Cl)c(S(=O)(=O)N3CCCCC3)c2)CC1	5%[76.3 µM]
COC(=O)C1CCCCN1C(=O)c1cc(COc2cccc3cccnc23)on1 (configuration not stated)	-3%[76.3 µM]
CN(C)CCCN(C(=O)COc1ccc(Cl)cc1)c1nc2cc3c(cc2s1)OCO3	1%[76.3 µM]
CCOC(=O)N1CCN(S(=O)(=O)c2ccc(OC)cc2)CC1	11%[76.3 µM]
CN(C)/C=C/C(=O)c1ccc2noc(-c3cccc(F)c3)c2c1	-1%
CN(C)CCCNc1ncnc2oc(-c3ccccc3)c(-c3ccccc3)c12	-1%
COc1ccc(CCC(=O)N2CCCC(Nc3ccc(OC)cc3)C2)cc1 (configuration not stated)	-24%[76.3 µM]

Carrying on:
SMILES	GAA glycogen mod
COc1ccc(C(=O)Nc2ccccc2C(=O)N2CCOCC2)cc1OC	3%
O=C(NCc1nnc(SCC(=O)N2CCCCC2)o1)c1c(F)cccc1Cl	-1%[76.3 µM]
Cc1ccccc1OCCn1cc(C=O)c2ccccc21	-3%[76.3 µM]
COc1ccc(CCNC(=O)CCCCC(=O)NCCc2ccc(OC)cc2)cc1	18%[76.3 µM]
O=C(NCCc1ccc(F)cc1)N[C@@H](Cc1ccccc1)C(=O)O	0%
O=C(NC1CCS(=O)(=O)C1)c1cccs1 (configuration not stated)	-3%
O=c1[nH]cnc2c1C(c1ccc(Cl)cc1)c1c(nc[nH]c1=O)O2	-5%[76.3 µM]
CCOC(=O)CSc1nnc2c3ccccc3n(C)c2n1	7%[76.3 µM]
Cc1ccc(/C=C2/SC(=Nc3ccc(F)cc3)NC2=O)s1	6%
O=C(COc1cccc([N+](=O)[O-])c1)NN1C(=O)c2ccccc2C1=O	-1%[76.3 µM]
CS(=O)(=O)N1CCN(C(=O)CSc2ccccc2)CC1	7%[76.3 µM]
CCCCn1c(N)c(N(Cc2ccccc2OC)C(=O)C(C)Oc2ccc(Cl)cc2)c(=O)[nH]c1=O (configuration not stated)	-10%[76.3 µM]
O=C(NNC(=S)Nc1ccccc1Cl)c1ccccc1Br	?

Quoted at random: six entries already listed, in no set order.
SMILES	GAA glycogen mod
O=C(NCc1nnc(SCC(=O)N2CCCCC2)o1)c1c(F)cccc1Cl	-1%[76.3 µM]
O=C(COc1cccc([N+](=O)[O-])c1)NN1C(=O)c2ccccc2C1=O	-1%[76.3 µM]
O=C(NCCc1ccc(F)cc1)N[C@@H](Cc1ccccc1)C(=O)O	0%
Cc1ccc(/C=C2/SC(=Nc3ccc(F)cc3)NC2=O)s1	6%
O=c1[nH]cnc2c1C(c1ccc(Cl)cc1)c1c(nc[nH]c1=O)O2	-5%[76.3 µM]
Cc1ccccc1OCCn1cc(C=O)c2ccccc21	-3%[76.3 µM]

A portion of the library, so the mix of outcomes need not match the whole.
